High-throughput results: PubChem, National Center for Advancing Translational Sciences (NCATS)
FLuc modulator: qHTS profiling assay for firefly luciferase inhibitor/activator using purifed enzyme and Km concentrations of substrates (counterscreen for miR-21 project); Potency, µM (series often up to 57.5 µM), inactives show at the highest dose activity change, negative = inhibition, most hits filed as inhibitors; 6.9% of 360,000 active; AID 588342, 2011; purified FLuc, Km substrates, luminescence inhibition; Luciferin 4-monooxygenase (Photinus pyralis), P08659;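 further: plate controls were vehicle for no effect and reference inhibitor for full effect; nearly all actives have a fitted effect of over 55% in size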
Target sequence (P08659 whole entry, looked up): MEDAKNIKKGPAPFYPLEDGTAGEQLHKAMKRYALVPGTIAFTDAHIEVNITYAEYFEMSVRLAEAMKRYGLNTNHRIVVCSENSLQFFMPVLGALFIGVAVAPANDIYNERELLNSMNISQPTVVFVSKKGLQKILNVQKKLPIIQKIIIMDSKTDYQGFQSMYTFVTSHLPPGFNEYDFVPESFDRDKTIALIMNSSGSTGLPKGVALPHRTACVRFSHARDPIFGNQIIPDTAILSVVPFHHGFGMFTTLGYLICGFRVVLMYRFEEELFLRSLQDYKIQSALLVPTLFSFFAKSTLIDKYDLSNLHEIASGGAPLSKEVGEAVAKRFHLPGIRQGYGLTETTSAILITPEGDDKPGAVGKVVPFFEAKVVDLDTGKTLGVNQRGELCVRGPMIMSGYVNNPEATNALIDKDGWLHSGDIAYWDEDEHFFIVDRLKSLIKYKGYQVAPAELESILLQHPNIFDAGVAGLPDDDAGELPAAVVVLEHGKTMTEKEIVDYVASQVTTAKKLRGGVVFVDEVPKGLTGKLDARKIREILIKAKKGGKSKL
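Biochemical qHTS of compounds, final roughly 60 µM downward over six points, against 10 nM purified firefly luciferase using Km concentrations of substrates (10 uM D-luciferin, 10 uM ATP) in Tris acetate pH 7.5 buffer; luminescence output.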
BRCA1 expr act: qHTS Assay to Identify Small Molecule Activators of BRCA1 Expression; MCF7-BRCA1-FFLuc reporter, luminescence, 48 h; response scale: scaled: vehicle 0%, 10 µM genistein 100%; Potency, µM (top dose mostly 46.1 µM), without a hit: top-dose activation, most hits filed as activators; AID 624202, 2012; 1.1% of 380,000 active; further: nearly all actives have a fitted effect of over 80% in size; some results filed as inactive show a strong effect at the top dose
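Activators of BRCA1 expression were detected as increased firefly luciferase luminescence in engineered MCF7 cells after 48 h compound incubation. Signals were scaled to genistein 10 microM as full activation.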
NPC1 prom act: qHTS Assay for NPC1 Promoter Activators; Huh7 NPC1 promoter luciferase reporter, 24 h; Potency, µM (titrated, usually from 9.22 µM), without a hit: at the highest dose activation, usual class: activators; 2.4% of 320,000 active;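 further: % of control where 0% means no effect; nearly all actives have a fitted effect of over 60% in size; reporter is driven by a mutant NPC1 promoter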
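Stable NPC1-promoter luciferase Huh7 line; cpd (DMSO) 24 h, 37 °C, 5% CO2; Amplite luciferase reagent 10 min RT; luminescence readout. qHTS format.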
uPA surface inh: qHTS for Inhibitors of Cell Surface uPA Generation; 0.31% of 330,000 active; Potency, µM (series often up to 38.3 µM), for inactives: at the top dose activity change, negative = inhibition, hits mostly inhibitors; cell surface uPA generation assay, qHTS; active means well fitted inhibition curve with a large enough effect; inconclusive means small, poorly fitted or top-dose-only effect; inactive means no such curve, though single readings can be large or run the other way; tested in mouse RAW 264.7 cells; further: on the % scale 0 is the no-effect control and ±100 the full control effect; nearly all actives have a fitted effect of over 55% in size
RORgamma inh: qHTS for inhibitors of ROR gamma transcriptional activity; Drosophila S2 Gal4-RORgamma UAS-luciferase reporter, 20 h; Potency, µM (highest dose often 53.6 µM), inactives show at the highest dose activity change, negative = inhibition, usual class: inhibitors; 5.4% of 310,000 active; Nuclear receptor ROR-gamma (Mus musculus), P51450; AID 2551, 2010; further: on the % scale 0 is the no-effect control and ±100 the full control effect; nearly all actives have a fitted effect of over 60% in size
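Stably transfected Drosophila Schneider cells are the test system, with ROR gamma fused to Gal4 and luciferase under UAS control; luminescence is read after 20 hr of 700 uM copper sulfate induction at ambient temperature.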
MBNL1-CUG inh: qHTS Assay for Inhibitors of MBNL1-poly(CUG) RNA binding. Muscleblind-like protein 1 (Homo sapiens), Q9NR56. TR-FRET MBNL1-His/biotin-(CUG)12 binding, 665/545 ratio. Potency, µM (top dose mostly 57.5 µM), without a hit: at the highest dose activity change, negative = inhibition, hits mostly inhibitors. 0.036% of 280,000 active. AID 2675, 2010; active means well fitted inhibition curve with a large enough effect in the signal ratio, with a control signal flat, not every such curve was filed as active; inconclusive means small, poorly fitted or top-dose-only effect, or effect the other way, or a change in a side signal; inactive means no such curve, though single readings can be large or run the other way; the % refers to the signal ratio; further: on the % scale 0 is the no-effect control and ±100 the full control effect
Target sequence (Q9NR56 whole entry, looked up): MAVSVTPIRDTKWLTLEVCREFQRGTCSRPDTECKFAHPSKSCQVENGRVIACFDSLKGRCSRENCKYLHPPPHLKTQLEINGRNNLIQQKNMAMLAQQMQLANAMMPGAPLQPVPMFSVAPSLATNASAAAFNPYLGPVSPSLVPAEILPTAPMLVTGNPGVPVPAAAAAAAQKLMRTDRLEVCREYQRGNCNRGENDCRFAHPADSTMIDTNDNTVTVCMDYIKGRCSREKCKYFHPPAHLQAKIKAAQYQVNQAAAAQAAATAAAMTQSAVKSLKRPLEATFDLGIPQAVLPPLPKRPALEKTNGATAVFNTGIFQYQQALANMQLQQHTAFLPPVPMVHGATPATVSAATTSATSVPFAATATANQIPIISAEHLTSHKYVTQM
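Compounds (final 92 nM to 58 uM) are added to His-tagged MBNL1 and biotin-(CUG)12, then terbium anti-His antibody and streptavidin-XL665 (5 nM final). After 60 min at room temperature, the 665/545 nm ratio is read.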
ELG1 genotoxic: qHTS screen for small molecules that induce genotoxicity in human embryonic kidney (HEK293T) cells expressing luciferase-tagged ELG1 | HEK293T ELG1-luciferase reporter, luminescence, 16 h | Potency, µM (highest dose often 46 µM), inactives show at the top dose activity change, positive = activation, usual class: activators | 1.3% of 330,000 active | AID 504466, 2011; further: % of control where 0% means no effect; nearly all actives have a fitted effect of over 60% in size
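Quantitative HTS format in 1536-well plates. HEK293T ELG1-luciferase reporter cells receive test compound and are incubated 16 hr at 37 °C, 5% CO2; ONE-Glo added, 30 min room temperature, then luminescence read.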
Gal4-VP16 FLuc: VP16 counterscreen qHTS for inhibitors of ROR gamma transcriptional activity; Drosophila S2 Gal4-VP16 UAS-luciferase, luminescence, 20 h; Potency, µM (doses to about 53.6 µM), without a hit: at the top dose activity, negative = inhibition, most hits filed as inhibitors; 3.5% of 310,000 active; AID 2546, 2010;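 further: Gal4-VP16 expression switched on by copper sulfate through the metallothionein promoter; on the % scale 0 is the no-effect control and ±100 the full control effect; nearly all actives have a fitted effect of over 50% in size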
MLL CXXC-DNA inh: qHTS Fluorescence Polarization Assay for Inhibitors of MLL CXXC domain - DNA interaction; 0.037% of 290,000 active; MLL-CXXC / FITC-HOXA9 DNA fluorescence polarization; AID 2662, 2010; Histone-lysine N-methyltransferase 2A (Homo sapiens), Q03164; Potency, µM (top dose mostly 115 µM), for inactives: at the top dose activity change, negative = inhibition, usual class: inhibitors; active means well fitted inhibition curve with a large enough effect in the polarisation, with a control signal flat, not every such curve was filed as active; inconclusive means small, poorly fitted or top-dose-only effect, or effect the other way, or a change in a side signal; inactive means no such curve, though single readings can be large or run the other way; the % refers to the polarisation
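Steps: dispense CXXC domain solution (7 uM) → pin compounds or unlabeled HOX-A9 DNA control → 5 min ambient → add FLSN-HOX-A9 solution (50 nM) → spin → 30 min ambient → fluorescence polarization. Tris pH 7.5/NaCl/DTT/BSA buffer.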
p53 reactivation: qHTS assay for re-activators of p53 using a Luc reporter. 0.063% of 320,000 active. H1299 p53-A138V BP100-luciferase reporter, luminescence, 24 h. Potency, µM (series often up to 92.2 µM), inactives show top-dose activity change, positive = activation, hits mostly activators; further: % of control where 0% means no effect; nearly all actives have a fitted effect of over 45% in size
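p53-null H1299 cells stably carrying temperature-sensitive p53-A138V and a BP100-luciferase reporter were pinned with compounds (4-point, 1:5 series) and held 24 hrs at 37 deg C. Luminescence was read 10 min after detection reagent.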
Rab9 promoter act: qHTS Assay for Rab9 Promoter Activators. Potency, µM (highest dose often 9.22 µM), without a hit: at the highest dose activation, negative = inhibition, most hits filed as activators. Huh7 Rab9 promoter-luciferase reporter, luminescence, 24 h. 2.8% of 320,000 active; further: % of control where 0% means no effect; nearly all actives have a fitted effect of over 60% in size
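Quantitative HTS format; Huh7 Rab9-luciferase reporter cells (1500/well) receive compound 2 h post-plating, incubate 24 h at 37 °C, then get luciferase reagent for 10 min before luminescence reading.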
* marks the source's active call; other numbers are inactive results; ? = inconclusive; nt = not tested or not shown; [ ] = remark or other dose. Unless noted, the call rests on the fitted dose curve; in most records, active means well fitted curve in the direction sought with a large enough effect; inconclusive means small, poorly fitted or top-dose-only effect, or another doubt; inactive means no such curve, though single readings can be large; an effect the other way counts as inactive or inconclusive. Potency means the concentration at half of the fitted maximal effect. An excerpt (hit frequency here may not be typical).

Every second line gives: MLL CXXC-DNA inh	RORgamma inh	p53 reactivation	ELG1 genotoxic	Gal4-VP16 FLuc	MBNL1-CUG inh	FLuc modulator	BRCA1 expr act	NPC1 prom act	uPA surface inh	Rab9 promoter act
1: Cc1cccc(-c2noc(CNS(=O)(=O)c3ccccc3)n2)c1
  -3.8%	32.4%	?	4.0%	0.2%	-0.8%	-14.8%	55.9%	-3.8%	3.8%	13.1%
2: C[N+](C)(CC#Cc1ccccc1)CC(=O)c1ccc(Cl)cc1
  9.8%	0.9%	-5.1%	-3.2%	?	-8.1%	3.6%	-39.9%	-1.2%	1.2%	-2.8%
3: N#CCCN(C(=O)COC(=O)COc1ccccc1Cc1ccccc1)c1ccccc1
  nt	nt	-0.2%	1.3%	nt	nt	-0.1%	7.0%	-3.7%	-11.5%	-7.5%
4: C/C(=N/NC(=O)CCC(=O)Nc1cccc(Cl)c1)c1ccc(C)cc1
  -1.7%	0.2%	-13.1%	1.4%	-2.2%	9.3%[11.5 µM]	1.7%	-7.6%	0.5%	0.8%	-4.1%
5: CCOC(=O)c1c(C)[nH]c(C)c1S(=O)(=O)N1CCCCC1
  7.4%	4.7%	-10.7%	3.5%	-12.8%	-0.5%	2.7%	12.8%	-3.9%	-7.5%	0.7%
6: S=C(NCc1ccccc1)Nc1cccc2cnccc12
  0.5%	-7.3%	-8.9%	-4.4%	?	?	-1.8%	-26.9%	-27.1%	-8.7%	-23.9%
7: O=C(CSc1nnc(-c2cccc(F)c2)o1)Nc1nncs1
  6.6%	12.6µM*	3.9%	19.3%	?	8.4%	?	12.3%	0.7%	-12.6%	1.9%
8: COc1cc(C)c(C)cc1S(=O)(=O)N1CCCCC1c1cccnc1 (stereo not drawn)
  9.9%	20.1%	-11.5%	-4.3%	3.4%	-3.1%	2.3%	12.2%	-4.0%	4.5%	-0.3%
9: COc1ccc(NC(=O)NC(=O)c2cc(OCC(F)(F)F)ccc2OCC(F)(F)F)cc1
  -2.8%	-29.8%	-3.5%	1.9%	-28.9%	-2.5%	5.9%	-14.9%	-5.5%	5.0%	-1.5%
10: COc1ccccc1NC(=O)Nc1cc(F)ccc1F
  -0.9%	31.7%	5.7%	2.8%	-8.7%	-1.4%	23.9µM*	49.1%	11.4%	-6.9%	1.6%
11: CC1(C)Cc2ccccc2C(/C(C#N)=N/O)=N1
  -16.3%	?	2.2%	-12.2%	-6.5%	?	?	-1.1%	0.6%	9.2%	-5.4%
12: CCc1ccc(OCC(=O)Nc2ccc(S(=O)(=O)N3CCOCC3)cc2)cc1
  nt	nt	-2.4%	-2.5%	nt	nt	3.5%	1.4%	-7.2%	-18.4%	7.4%
13: CCN(CC(=O)Nc1c(F)cccc1F)C(=O)C1=COCCO1
  nt	nt	-0.1%	0.1%	nt	nt	4.5%	-2.8%	-1.4%	-4.6%	-0.9%
14: O=C(C1CC1)N1CCC(c2nc(-c3ccc(S(=O)(=O)NCC4CCCO4)cc3)no2)CC1 (stereo not drawn)
  3.9%	25.9%[0.365 µM]	-15.3%	21.2%	nt	-4.2%	2.3%	-46.7%	-14.3%	nt	-24.7%
15: CCCCn1c(N)c(Sc2ccccc2)c(=O)[nH]c1=O
  -2.6%	-0.5%	-3.7%	-0.5%	14.5%	-3.5%	0.9%	0.9%	1.5%	nt	-16.0%
16: CCC(=O)Nc1sc2c(c1C(N)=O)CCN(C(C)=O)C2
  1.6%	?	2.0%	11.6%	-4.4%	-7.6%	-3.5%	-0.9%	3.1%	5.7%	-0.9%
17: O=C(CCS(=O)(=O)c1ccc(Br)s1)NC1CCCC1
  -0.2%	12.7%	0.1%	-0.7%	13.0%	0.2%	0.1%	2.7%	-2.5%	2.0%	-5.6%
18: CC(=O)c1c(C)[nH]c(C(=O)NCc2cccc(Cl)c2)c1C
  -3.1%	5.3%	-7.3%	5.2%	-2.3%	-2.2%	3.5%	-12.3%	-7.2%	-3.7%	-9.0%
19: COc1ccc(OC)c(S(=O)(=O)N2CCC(C(=O)Nc3ccccc3)CC2)c1
  -15.8%	-3.7%	1.5%	3.0%	-4.6%	-7.7%	-0.9%	2.2%	-7.0%	-6.3%	1.4%
20: Cc1ccccc1C(=O)N=c1c(C#N)cc2c(=O)n3cccc(C)c3nc2n1Cc1ccco1
  -4.0%	2.8%	0.7%	0.5%	-10.8%	26.7%	1.3%	nt	-5.1%	nt	-6.3%
21: CC(=O)Nc1ccc(C(=O)OCC(=O)N2CCCC2)cc1
  16.2%	5.2%	-2.6%	7.6%	7.2%	-1.3%	-0.3%	2.1%	1.7%	1.1%	0.2%
22: NNC(=O)Cc1cn(-c2ncc(C(F)(F)F)cc2Cl)c2ccccc12
  5.5%	-9.0%	3.7%	-1.7%	-8.4%	1.6%	3.4%	-30.0%	-1.8%	4.1%	7.7%
23: Cn1c(C(=O)NCCN2CCN(c3ccccc3F)CC2)cc2c(=O)n(C)c3ccccc3c21
  10.7%	7.6%	1.9%	-22.3%	-4.5%	-3.7%	-3.3%	1.4%	-1.9%	-16.1%	-3.7%
24: Cc1ccc(S(=O)(=O)N(C)C(C)CCc2ccco2)cc1 (stereo not drawn)
  nt	nt	-5.6%	-0.2%	nt	nt	-0.9%	0.9%	-3.0%	0.1%	-3.2%
25: Cc1c(NC(=O)COC(=O)c2cc(-c3cccc4ccccc34)nc3ccccc23)c(=O)n(-c2ccccc2)n1C
  -3.1%	?	-8.9%	-3.8%	5.7%	44.3%[activator]	?	6.5%	1.3%	1.8%	-0.5%
26: CCc1ccc(N(CC(=O)NCC2CCCO2)C(=O)CCC(=O)Nc2nccs2)cc1 (stereo not drawn)
  11.1%	-0.1%	-1.0%	-4.2%	5.1%	-7.3%	0.2%	-15.3%	-0.1%	2.4%	-3.0%
27: Cc1ccc(CN2CCN(/N=C/c3ccc(N(C)C)cc3)CC2)cc1
  -10.5%	7.8%	1.7%	-3.6%	-18.0%	-4.8%	-1.9%	3.0%	-0.8%	2.9%	-2.5%
28: O=C1c2ccccc2CCC12N=NCC2c1ccc(Cl)cc1 (stereo not drawn)
  -1.9%	23.9%	-7.6%	-0.2%	2.7%	-9.9%	21.3µM*	-7.0%	-3.9%	-5.4%	6.8%
29: Cc1cc(N2C(=O)C(=O)/C(=C(/O)c3ccc(F)cc3)C2c2ccc(F)cc2)no1 (stereo not drawn)
  1.7%	3.5%	-4.2%	-4.0%	-4.7%	3.8%	1.4%	-23.7%	-5.6%	-1.9%	-5.0%
30: N/C(=N\OC(=O)c1ccc(Cl)cc1)c1nonc1N
  13.7%	-12.0%	16.6%	17.2%	8.2%[0.365 µM]	-8.4%	1.69µM*	32.8%	-0.7%	-0.9%	-9.8%
31: COc1ccccc1-n1c(SCC(=O)NC(C)(C)C)nc(O)c(Cc2ccccc2)c1=O
  -8.5%	-5.0%	3.3%	-0.7%	-1.1%	7.7%	1.2%	19.8%	-1.6%	-6.5%	-0.2%
32: CC1(C)CC(OC(=O)c2ccco2)CC(C)(C)N1O
  19.3%	-26.1%	-1.2%	-1.5%	-1.6%	-4.2%	4.5%	-2.3%	1.0%	-1.7%	3.0%
33: CCc1cc2cc(C)ccc2nc1SCC(=O)NNC(=O)c1ccco1
  -3.0%	-26.9%	-2.2%	11.6%	-1.5%	-2.6%	-0.1%	0.2%	1.7%	-3.0%	-2.8%
34: COc1ccc(S(=O)(=O)N2CCC(C(=O)N3CCOCC3)CC2)cc1Cl
  6.2%	11.7%	-1.9%	-3.1%	3.4%	-4.1%	-1.6%	-0.3%	-4.6%	0.0%	0.7%
35: O=C(c1coc2ccc(O)c(CN3CCOCC3)c12)C1CC1
  -1.7%	-2.4%	-2.3%	-0.5%	3.4%	2.8%	-0.7%	-0.7%	-1.0%	1.3%	-6.8%
36: CCC(=O)N(Cc1cccs1)C1CCOC(C)(C)C1 (stereo not drawn)
  -0.3%	-11.7%	13.0%	1.2%	3.1%	-19.3%	0.3%	0.0%	-3.6%	-4.6%	3.8%
